Assay outcomes: PubChem, National Center for Advancing Translational Sciences (NCATS)
Tb PFK block – qHTS Assay to Find Inhibitors of T. brucei phosphofructokinase; ATP-dependent 6-phosphofructokinase (Trypanosoma brucei brucei), O15648; T. brucei PFK, ADP-Glo luminescence; Potency, µM (titrated, usually from 57.5 µM), for the others: at the highest dose activity, negative = inhibition, usual class: inhibitors; actives 0.17% (n = 330,000);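 note: potency is the fitted concentration of half-maximal effect; 0% = uninhibited 1x PFK enzyme wells and -100% = no-enzyme wells; nearly all actives have a fitted effect of over 60% in size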
Target sequence (O15648 whole entry, looked up): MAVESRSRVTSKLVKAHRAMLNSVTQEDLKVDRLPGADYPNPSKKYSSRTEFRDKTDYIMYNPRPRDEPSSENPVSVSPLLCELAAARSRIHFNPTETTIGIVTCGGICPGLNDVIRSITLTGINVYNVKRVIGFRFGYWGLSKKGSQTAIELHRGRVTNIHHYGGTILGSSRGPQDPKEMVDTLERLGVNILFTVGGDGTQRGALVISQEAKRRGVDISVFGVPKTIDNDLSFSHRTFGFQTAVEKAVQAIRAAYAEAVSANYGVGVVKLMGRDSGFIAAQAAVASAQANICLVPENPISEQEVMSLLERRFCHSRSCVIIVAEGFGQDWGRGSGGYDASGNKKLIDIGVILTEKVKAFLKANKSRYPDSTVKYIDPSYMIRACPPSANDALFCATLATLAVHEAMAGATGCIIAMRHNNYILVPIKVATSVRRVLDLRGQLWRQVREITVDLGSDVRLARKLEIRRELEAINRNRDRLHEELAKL
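ADP-Glo luminescence quantified ADP after 45 min at room temperature, with 1.25 nM T. brucei PFK, 0.1 mM ATP and 0.5 mM fructose-6-phosphate in pH 8.0 TEA buffer. qHTS titrations up to 57 µM; curves classified by quality.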
uPA generation – qHTS for Inhibitors of Cell Surface uPA Generation; actives 0.31% (n = 330,000); Potency, µM (series often up to 38.3 µM), inactives show at the highest dose activity change, negative = inhibition, hits mostly inhibitors; cell surface uPA generation assay, qHTS; active = well fitted inhibition curve with a large enough effect; inconclusive = small, poorly fitted or top-dose-only effect; inactive = no such curve, though single readings can be large or run the other way; tested in mouse RAW 264.7 cells; note: potency is the fitted concentration of half-maximal effect; % is set by controls: 0 for no effect and ±100 for the full control effect; nearly all actives have a fitted effect of over 55% in size
NPC1 prom act – qHTS Assay for NPC1 Promoter Activators. Huh7 NPC1 promoter luciferase reporter, 24 h. Potency, µM (titrated, usually from 9.22 µM), for inactives: at the highest dose activation, actives largely listed as activators. actives 2.4% (n = 320,000). AID 485313, 2010;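 note: potency is the fitted concentration of half-maximal effect; % of control where 0% means no effect; nearly all actives have a fitted effect of over 60% in size; reporter is driven by a mutant NPC1 promoter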
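Luciferase expression driven by the NPC1 promoter was measured in stably transfected Huh7 cells after a 24 h compound incubation, using a luciferase reagent and a luminescence read.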
Rab9 promoter act – qHTS Assay for Rab9 Promoter Activators | actives 2.8% (n = 320,000) | Potency, µM (top dose mostly 9.22 µM), inactives show at the highest dose activation, negative = inhibition, hits mostly activators | AID 485297, 2010 | Huh7 Rab9 promoter-luciferase reporter, luminescence, 24 h; note: potency is the fitted concentration of half-maximal effect; % of control where 0% means no effect; nearly all actives have a fitted effect of over 60% in size
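Cells were plated at 1500 per well in reduced-serum medium with 10% FBS and left 2 h. Compound in DMSO was then added for 24 h at 37 °C. Reporter signal was read by luminescence after 10 min with luciferase detection reagent.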
FLuc modulator – qHTS profiling assay for firefly luciferase inhibitor/activator using purifed enzyme and Km concentrations of substrates (counterscreen for miR-21 project) | Potency, µM (titrated, usually from 57.5 µM), inactives show at the top dose activity change, negative = inhibition, most hits filed as inhibitors | actives 6.9% (n = 360,000) | Luciferin 4-monooxygenase (Photinus pyralis), P08659 | AID 588342, 2011 | purified FLuc, Km substrates, luminescence inhibition;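 note: potency is the fitted concentration of half-maximal effect; plate controls were vehicle for no effect and reference inhibitor for full effect; nearly all actives have a fitted effect of over 55% in size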
Target sequence (P08659 whole entry, looked up): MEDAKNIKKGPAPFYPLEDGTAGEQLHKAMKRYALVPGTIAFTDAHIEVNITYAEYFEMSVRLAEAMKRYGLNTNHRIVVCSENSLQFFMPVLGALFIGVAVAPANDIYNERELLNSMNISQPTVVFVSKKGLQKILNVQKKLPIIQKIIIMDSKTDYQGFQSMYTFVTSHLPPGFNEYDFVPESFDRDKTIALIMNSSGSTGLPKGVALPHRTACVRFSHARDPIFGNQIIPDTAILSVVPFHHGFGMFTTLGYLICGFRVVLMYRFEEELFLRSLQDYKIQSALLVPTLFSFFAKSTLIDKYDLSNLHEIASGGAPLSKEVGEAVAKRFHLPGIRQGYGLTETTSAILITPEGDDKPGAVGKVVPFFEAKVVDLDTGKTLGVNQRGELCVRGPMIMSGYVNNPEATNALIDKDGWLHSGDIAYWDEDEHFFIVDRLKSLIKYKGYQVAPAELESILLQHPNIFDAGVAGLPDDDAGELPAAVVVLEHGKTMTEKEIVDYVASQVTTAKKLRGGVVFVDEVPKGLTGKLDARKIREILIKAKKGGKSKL
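Purified P. pyralis luciferase, 10 nM final, with Km-level 10 uM D-luciferin and 10 uM ATP in 50 mM Tris acetate pH 7.5, 10 mM Mg acetate, 0.01% Tween-20, 0.05% BSA; 6-point qHTS titration about 60 µM downward; luminescence read.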
ELG1 genotoxic – qHTS screen for small molecules that induce genotoxicity in human embryonic kidney (HEK293T) cells expressing luciferase-tagged ELG1; AID 504466, 2011; actives 1.3% (n = 330,000); HEK293T ELG1-luciferase reporter, luminescence, 16 h; Potency, µM (titrated, usually from 46 µM), for the others: at the highest dose activity change, positive = activation, hits mostly activators; note: potency is the fitted concentration of half-maximal effect; % of control where 0% means no effect; nearly all actives have a fitted effect of over 60% in size
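Cells (2,000/well) expressing the ELG1-luciferase fusion are dosed by pin tool and kept 16 hr at 37 °C, 5% CO2. Signal comes from ONE-Glo luciferase reagent after 30 min at room temperature.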
RORgamma inh – qHTS for inhibitors of ROR gamma transcriptional activity | Nuclear receptor ROR-gamma (Mus musculus), P51450 | Drosophila S2 Gal4-RORgamma UAS-luciferase reporter, 20 h | Potency, µM (highest dose often 53.6 µM), for inactives: at the highest dose activity change, negative = inhibition, most hits filed as inhibitors | actives 5.4% (n = 310,000) | AID 2551, 2010; note: potency is the fitted concentration of half-maximal effect; % is set by controls: 0 for no effect and ±100 for the full control effect; nearly all actives have a fitted effect of over 60% in size
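Read-out: Photinus luciferase luminescence; inhibitors lower reporter signal. Insect Schneider cells with Gal4-ROR gamma fusion under metallothionein promoter, UAS reporter; 700 uM final copper sulfate induction, 20 hr, ambient temperature.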
Gal4-VP16 FLuc – VP16 counterscreen qHTS for inhibitors of ROR gamma transcriptional activity. Drosophila S2 Gal4-VP16 UAS-luciferase, luminescence, 20 h. Potency, µM (top dose mostly 53.6 µM), for inactives: at the highest dose activity, negative = inhibition, usual class: inhibitors. actives 3.5% (n = 310,000). AID 2546, 2010;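 note: Gal4-VP16 expression switched on by copper sulfate through the metallothionein promoter; potency is the fitted concentration of half-maximal effect; % is set by controls: 0 for no effect and ±100 for the full control effect; nearly all actives have a fitted effect of over 50% in size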
Giardia kill – Small Molecules that selectively kill Giardia lamblia: qHTS; Giardia lamblia trophozoite viability; activity change, % at 7.66 µM, hits read low; actives 0.15% (n = 340,000); AID 540267, 2011; in the data active = activity change below about -80%; inconclusive = between about -30% and that limit;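 note: parasites exposed to compound for two days anaerobically before the ATP read; % is set by controls: 0 for no effect and ±100 for the full control effect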
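ATP-content bioluminescence gauges trophozoite survival. Cells (100/well) receive compound and incubate anaerobically for 48 hrs at 37 deg C; detection reagent follows for 15-30 min at room temperature.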
FBPA coupling cs – qHTS Assay for Inhibitors of Fructose-1,6-bisphosphate Aldolase from Giardia Lamblia: Coupling assay counterscreen; coupling enzyme system counterscreen, AmpLite Red fluorescence; activity change, negative = inhibition, % at 58.2 µM, hits read low; actives 0.67% (n = 290,000); AID 2472, 2010; in the data active = activity change below about -30%; note: % is set by controls: 0 for no effect and ±100 for the full control effect
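Counterscreen lacking aldolase: glyceraldehyde-3-phosphate coupling-enzyme reagent preincubated 10 min at RT with compound (at 57.5 uM final), then substrate/coupling system with AmpLite Red added; fluorescence read at 525/598 nm after 20 min RT.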
KCNH2 3.1 block – qHTS for Inhibitors of KCHN2 3.1: Mutant qHTS. Potassium voltage-gated channel subfamily H member 2, brain isoform KCNH2 3.1 (human). U2OS KCNH2 3.1, thallium flux FluxOr; active compounds read low. activity change, % (tested at about 1.8 µM). actives 0.95% (n = 340,000). AID 720553, 2013;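 active = maximum activity change below -70%; inconclusive = maximum activity change from -70% to -50%; inactive = maximum activity change above -50%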;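 note: thallium influx rate constant from kinetic fluorescence after stimulation buffer; % is set by controls: 0 for no effect and ±100 for the full control effect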
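Kinetic fluorescence (2 min after stimulation buffer) measures Tl+ influx through KCNH2 3.1 expressed by viral transduction in U2OS cells; the rate constant is normalized against DMSO controls serving as positive and negative references.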
An asterisk follows results filed as active; ? = inconclusive; nt = not tested or not shown; [ ] = remark or other dose. Unless noted, calls come from the whole dose curve; as a rule, active = well fitted curve in the direction sought with a large enough effect; inconclusive = small, poorly fitted or top-dose-only effect, or another doubt; inactive = no such curve, though single readings can be large; an effect the other way counts as inactive or inconclusive.

SMILES	Tb PFK block	uPA generation	NPC1 prom act	Rab9 promoter act	FLuc modulator	ELG1 genotoxic	RORgamma inh	Gal4-VP16 FLuc	Giardia kill	FBPA coupling cs	KCNH2 3.1 block
CCOC(=O)C1C(=O)CC(=O)CC1CC(C)SCC (stereo unspecified)	-10%	1%	-2%	0%	16%	3%	38%	-13%[0.365 µM]	3	4	-13
CCCCN(CCCC)CCCN1CC(=O)N2[C@@H](Cc3c([nH]c4ccccc34)C2(C)C)C1=O	2%	3%	-2%	-4%	1%	-6%	30%	-2%	17	2	-41
C#CCOCCOCCOCCNc1nc(N2CCN(C(=O)[C@H]([C@@H](C)CC)n3cc([C@@H](N)CO)nn3)CC2)nc(N2CCN(C(=O)[C@H](CCCCN)n3cc([C@@H](N)CC(C)C)nn3)CC2)n1	0%	9%	-4%	-5%	0%	1%	-9%	4%	-17	-1	-14
Cc1cc(NC(=O)CCC(=O)N(c2cccc(F)c2)C(C(=O)NC2CCCC2)c2ccccc2)no1 (stereo unspecified)	0%	0%	1%	-3%	2%	-9%	32%	4%	1	5	0
O=C(Nc1ccccc1N1CCCCC1)C1=COCCO1	6%	-17%	-3%	2%	-3%	-2%	nt	nt	-19	nt	-5
Cc1ccc(NCC(=O)N/N=C/c2ccc(C(=O)O)cc2)cc1	7%	0%	13%	-1%	?	-1%	-6%	-13%	22	-16	17
CN(C(=O)c1ccc(-c2nn(C)c(=O)c3ccccc23)cc1)c1ccccc1	-1%	-7%	-2%	-3%	1%	-1%	-16%	-7%	-11	1	-6
COc1ccc(C(=O)N/N=C(\CCC(=O)O)c2ccc(C(C)(C)C)cc2)cc1OC	1%	-4%	0%	9%	?	0%	12%	?	-21	7	-12
COc1cccc(-c2noc(CCC(=O)NC3CCCC3)n2)c1	1%	7%	-4%	5%	2%	6%	19%	?	-20	nt	15
COc1ccc(OC)c(-n2cnnn2)c1	-2%	-2%	-3%	-4%	1%	3%	1%	-4%	8	7	16
COc1ccc(NC(=O)CC2S/C(=N\c3nccs3)N(C)C2=O)cc1 (stereo unspecified)	-4%	2%	-2%	-5%	-4%	5%	-2%	-17%	?	-1	-12
CN(CCCN1CCCCC1)C(=O)c1cc(COc2ccc(F)cc2F)on1	0%	-11%	-3%	5%	4%	0%	0%	-13%	-18	1	2

Next section, overlapping the part above by two compounds.
SMILES	Tb PFK block	uPA generation	NPC1 prom act	Rab9 promoter act	FLuc modulator	ELG1 genotoxic	RORgamma inh	Gal4-VP16 FLuc	Giardia kill	FBPA coupling cs	KCNH2 3.1 block
COc1ccc(NC(=O)CC2S/C(=N\c3nccs3)N(C)C2=O)cc1 (stereo unspecified)	-4%	2%	-2%	-5%	-4%	5%	-2%	-17%	?	-1	-12
CN(CCCN1CCCCC1)C(=O)c1cc(COc2ccc(F)cc2F)on1	0%	-11%	-3%	5%	4%	0%	0%	-13%	-18	1	2
O=C(c1ccc(Cl)c([N+](=O)[O-])c1)N(c1ccccn1)c1ccccn1	-2%	-1%	1%	0%	8%	1%	-16%	3%	-11	1	4
O=C(O)COc1ccccc1-c1nc(-c2ccccc2)c(-c2ccccc2)[nH]1	5%	-15%	-4%	4%	-10%	-4%	28%	3%	-20	-1	10
CC12CNCC(C)(CN(C3(O)C(=O)Nc4ccc(Br)cc43)C1)C2=O (stereo unspecified)	-27%	-15%	1%	0%	0%	-3%	15%	-3%	0	-7	-19
CCN(CC(=O)Nc1ccc(NC(C)=O)cc1)C(=O)c1ccccc1SCC(=O)N1CCCC1	-2%	10%	-5%	1%	0%	0%	nt	nt	7	nt	-3
COc1ccc(NC(=O)CSc2nnc3ccc(-c4ccccn4)nn23)cc1	-2%	4%	-1%	2%	-5%	0%	nt	nt	3	nt	-1
Cc1ccc(-n2ncc3c(NCCCN4CCOCC4)ncnc32)c(C)c1	-3%	-9%	1%	-7%	-1%	-2%	2%	-1%	3	2	-5
C=CCN(C(=O)Cn1ncc2c1-c1cc(C)ccc1OC2)c1ccccc1	-1%	-14%	-3%	0%	1%	-21%	?	?	-21	0	6
COc1cccc(CCN2CCC(CNS(=O)(=O)c3cc(-c4cc(C)no4)ccc3C)CC2)c1	0%	?	-9%	-20%	3%	-6%	3%	1%	-11	nt	13
CN(C)CCNC(=O)COc1ccc(Cl)cc1Cl	-11%	1%	0%	-5%	4%	2%	-12%	-1%	9	-2	6
Cc1c(CC(=O)NCCC(=O)O)c(=O)oc2cc3occ(-c4ccccc4)c3cc12	-4%	3%	-2%	7%	15µM*	1%	-1%	-4%	3	10	11
CCN(CC(=O)Nc1ccc2c(c1)OCCO2)C(=O)C1CCCCC1	-6%	8%	-5%	10%	-6%	0%	-5%	-3%	-11	3	21
COc1ccc(N(C(=O)/C=C/C(=O)Nc2cc(C)on2)C(C(=O)NC2CCCC2)c2ccccc2C)cc1 (stereo unspecified)	0%	?	-2%	1%	-1%	-10%	11%[10 µM]	-3%	2	-1	4
CCCOC(=O)c1ccc(NC(=O)c2cccc(S(=O)(=O)N3CCN(C(C)=O)CC3)c2)cc1	0%	1%	-1%	-1%	2%	-20%	?	?	4	0	-6
Cc1ccc(C)c(Oc2ncnc(N)c2[N+](=O)[O-])c1	-5%	0%	-2%	-4%	0%	0%	16%	4%	4	3	-2
COc1ccccc1-n1c(CNC(=O)c2ccc(S(=O)(=O)N3CCCCC3)cc2)n[nH]c1=S	-3%	2%	-3%	0%	0%	5%	-38%	-5%	-28	nt	nt
O=C(CSc1nnc(CNC(=O)c2cccs2)o1)Nc1cccc(Cl)c1	-11%	3%	-3%	8%	-2%	-1%[9.26 µM]	0%	-4%	2	-1	8
CCOC(=O)c1[nH]c2ccc(F)cc2c1NC(=O)CN1CCN(C/C=C/c2ccccc2)CC1	1%	-14%	-7%	-2%	0%	-9%	?	?	16	-2	?
CC1CC(C)CN(C(=O)C2CCN(S(=O)(=O)c3cccs3)CC2)C1 (stereo unspecified)	0%	0%	0%	-10%	3%	-1%	2%	15%	14	0	-3
CCOc1ccc(S(=O)(=O)Nc2cc(SCC(=O)O)c(O)c3ccccc23)cc1	-23%	?	-14%	-18%	?	-13%	10µM*	?	-14	-62*	40
COc1cccc(CNC(=O)COC(=O)C23CC4CC(CC(Cl)(C4)C2)C3)c1	0%	5%	nt	nt	nt	3%	nt	nt	1	nt	-4
COCCNC(=O)C(=O)NCCN1CCNCC1	-2%	3%	-4%	-2%	0%	0%	1%	-7%	5	0	0
COc1cc(C(C)=O)ccc1OCC(=O)Nc1ccccc1N1CCCCC1	2%	-6%	-12%	1%	3%	-43%[inhibitor]	nt	nt	-4	nt	-37
CSc1ccccc1N1CCN(CCCCCC(=O)NC2CCCc3ccccc32)CC1 (stereo unspecified)	nt	nt	-21%[46.1 µM]	-35%[inhibitor][46.1 µM]	nt	nt	4%	-14%	nt	-6	nt
Cc1ccc(C)c(NC(=S)NNC(=O)c2csc(C)c2C)c1	-1%	9%	21%	?	-19%	0%	-24%	?	-9	-1	2

Some of the entries above, set out differently.
structure | Tb PFK block | uPA generation | NPC1 prom act | Rab9 promoter act | FLuc modulator | ELG1 genotoxic | RORgamma inh | Gal4-VP16 FLuc | Giardia kill | FBPA coupling cs | KCNH2 3.1 block
O=C(CSc1nnc(CNC(=O)c2cccs2)o1)Nc1cccc(Cl)c1 | -11% | 3% | -3% | 8% | -2% | -1%[9.26 µM] | 0% | -4% | 2 | -1 | 8
CCOC(=O)c1[nH]c2ccc(F)cc2c1NC(=O)CN1CCN(C/C=C/c2ccccc2)CC1 | 1% | -14% | -7% | -2% | 0% | -9% | ? | ? | 16 | -2 | ?
CC1CC(C)CN(C(=O)C2CCN(S(=O)(=O)c3cccs3)CC2)C1 (stereo unspecified) | 0% | 0% | 0% | -10% | 3% | -1% | 2% | 15% | 14 | 0 | -3
